CHO-K1 Ca antag = nonselective inhibitor or artifact in parental CHO-K1 cells. ATP-induced calcium, Fluo-8 fluorescence. inhibition, % at 3 µM. 0.6% of 360,000 active. AID 602250;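 active means inhibition above a per-plate cutoff, the plate's mean sample inhibition plus 3 SD, cut at about 24% in these data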;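 further: 0% = DMSO plus EC80 ATP and 100% = DMSO alone without ATP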
CHRM1 agonist = human M1 muscarinic receptor agonism. CHO-K1 hM1, Fluo-8 calcium fluorescence, agonist mode; 0% DMSO, 100% acetylcholine EC100. activation, % at 3 µM. 0.33% of 360,000 active;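 active means activation above the run's mean compound activation plus 3 SD, cut at about 16% in these data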;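 further: peak over basal fluorescence ratio within a 140 s kinetic read after compound addition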
Target sequence (P11229 whole entry, looked up): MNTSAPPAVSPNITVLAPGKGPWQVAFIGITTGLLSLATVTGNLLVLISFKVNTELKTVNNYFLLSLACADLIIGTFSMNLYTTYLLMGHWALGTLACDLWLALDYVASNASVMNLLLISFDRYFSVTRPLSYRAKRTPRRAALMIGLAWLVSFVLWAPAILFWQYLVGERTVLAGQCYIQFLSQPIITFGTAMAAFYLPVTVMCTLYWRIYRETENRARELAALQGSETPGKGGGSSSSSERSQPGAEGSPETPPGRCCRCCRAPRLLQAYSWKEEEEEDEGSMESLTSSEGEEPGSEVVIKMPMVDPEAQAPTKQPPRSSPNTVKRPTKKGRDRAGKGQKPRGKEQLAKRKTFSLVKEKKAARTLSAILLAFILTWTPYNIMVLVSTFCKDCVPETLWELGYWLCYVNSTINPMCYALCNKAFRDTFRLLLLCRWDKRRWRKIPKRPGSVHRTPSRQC
TAAR1 antag = human TAAR1 antagonism; CHO RD-HGA16 TAAR1, Fluo-8 calcium fluorescence, antagonist; inhibition, % at 3 µM; 1.5% of 360,000 active;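 active means inhibition above a per-plate cutoff, the mean inhibition of test compounds on that plate plus 3 SD, cut at about 49% in these data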;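 further: 0% = DMSO plus EC80 beta-PEA response and 100% = DMSO alone without agonist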
Target sequence (Q96RJ0 whole entry, looked up): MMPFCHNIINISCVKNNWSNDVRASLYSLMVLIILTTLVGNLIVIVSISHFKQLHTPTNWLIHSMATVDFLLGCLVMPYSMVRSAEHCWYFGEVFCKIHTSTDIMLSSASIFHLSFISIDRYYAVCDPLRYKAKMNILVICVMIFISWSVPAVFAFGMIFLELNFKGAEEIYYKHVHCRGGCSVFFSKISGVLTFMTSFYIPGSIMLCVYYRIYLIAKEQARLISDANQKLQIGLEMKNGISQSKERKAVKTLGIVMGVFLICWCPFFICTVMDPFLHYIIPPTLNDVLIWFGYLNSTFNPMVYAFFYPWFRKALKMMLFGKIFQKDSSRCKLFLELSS
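System: RD-HGA16 CHO cells with stable hTAAR1 and Gα16 | Probe or stimulus: EC80 β-phenethylamine stimulus | Dosing: 3 µM, single point | Times: Dye loading 75 min at 37 °C, then 30 min room temperature | Measured by: Fluo-8 calcium-sensitive fluorescence | Read-out basis: % inhibition of agonist calcium response | Replicates: n of 1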
CHO-K1 Ca ag = nonselective activator or artifact in parental CHO-K1 cells. Fluo-8 calcium fluorescence; scaled to maximal ATP response, vehicle zero. activation, % at 3 µM. 0.48% of 360,000 active; in the data active means activation above about 15%;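 further: untransfected CHO-K1 host cells lacking M1 receptor as counterscreen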
M1 antag = antagonists of human M1 muscarinic receptor. P11229. CHO-K1 hM1, Fluo-8 calcium fluorescence, ACh EC80 antagonist. inhibition, % at 3 µM. 1.3% of 360,000 active;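 active means percent inhibition above its own plate's cutoff, namely the mean of that plate's compound wells plus 3 SD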;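 further: peak over basal fluorescence ratio during 140 s after agonist addition; 0% = ACh EC80 plus DMSO and 100% = DMSO alone without agonist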
CHO parental Ca = signal in parental CHO cells, OX1R antagonist counter-screen. parental CHO-K1, ATP-induced calcium, Fluo-8 fluorescence. inhibition, % at 5.6 µM. 0.63% of 330,000 active;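 active means inhibition above that plate's mean sample inhibition plus 3 SD, cut at about 26% in these data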;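 further: 0% = ATP-challenged DMSO wells and 100% = DMSO wells without ATP; some compounds past the cut are filed as inactive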
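Test system: untransfected parental CHO cell line. Compound: one dose, 5.6 µM nominal. Detection: intracellular calcium via Fluo-8 no-wash fluorescent dye. Measure: % inhibition. Benchmarks: ATP-challenged DMSO wells low, unchallenged DMSO wells high.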
OXTR potentiator = human OXTR potentiation | P30559 | CHO-OTR cells, Fluo-8 calcium fluorescence, potentiator mode; 0% = oxytocin EC15, 100% = EC100 | activation, % at 3 µM | 0.061% of 320,000 active;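 active means activation above that plate's cutoff, the mean activation of tested compounds plus 3 SD, cut at about 6.6% in these data, passing the limit was not always enough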;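 further: 100% uses oxytocin at 75 nM as the full agonist control; some results filed as inactive read as strong as hits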
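Assay system: CHO cell line stably expressing human OTR | Also added: Oxytocin at about EC15, sub-maximal agonist stimulus | Times: Compound 6 min at room temperature before oxytocin, 100 s read | Measured by: Fluo-8 intracellular calcium fluorescence, ex 470-495, em 515-575 nm | Controls: EC15 oxytocin alone as 0%, 75 nM oxytocin as 100%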
CHO-K1 Ca PAM = counter-screen for M1 PAMs: effect in parental CHO-K1 cells; ATP EC20, Fluo-8 calcium fluorescence; 0% at ATP EC20, 100% at ATP max; activation, % at 3 µM; 0.02% of 360,000 active; AID 602247;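 active means activation above the run cutoff, the mean activation of all test compounds plus 3 SD, cut at about 40% in these data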;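 further: peak over basal fluorescence ratio in a 140 s read after ATP addition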
TAAR1 agonist = agonists of human TAAR1; Q96RJ0; CHO RD-HGA16 TAAR1, Fluo-8 calcium fluorescence; vehicle wells 0%, saturating PEA agonist 100%; activation, % at 3 µM; 0.99% of 360,000 active; AID 624467;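 active means activation above the mean activation of all test compounds in the run plus 3 SD, cut at about 38% in these data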
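Test system: RD-HGA16 (CHO) cells co-expressing Gα16 and hTAAR1; dosing: one-point dosing at 3 µM (nominal); timing: 17-24 h seeding, 75 min 37 °C dye, 30 min RT; signal: kinetic Fluo-8 calcium fluorescence; read-out basis: % activation relative to PEA EC100 response; controls: DMSO and PEA EC100; replicates: n 1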
* = called active by the depositor; nt = no result given.

molecule,TAAR1 agonist,CHO-K1 Ca ag,CHO parental Ca,OXTR potentiator,CHRM1 agonist,M1 antag,TAAR1 antag,CHO-K1 Ca PAM,CHO-K1 Ca antag
O=C(Nn1c(-c2ccccc2)nc2ccccc2c1=O)C1CCC1,2.9,1.4,-14.7,-1.4,-5.2,-7.0,5.3,19.7,-13.3
Cc1cc(N2CCCCC2)nc(N)n1,5.7,2.8,1.7,-8.8,-3.3,-5.8,9.1,11.3,-1.5
COc1ccc(OCC(=O)Nc2c(C(=O)N3CCC(N4CCCCC4)CC3)oc3ccccc23)cc1,2.2,1.9,-29.8,-13.7,-3.1,7.0,5.8,-15.3,-7.1
CC(=O)Nc1ccc(NC(=O)COC(=O)c2ccccn2)cc1,0.7,0.2,-3.7,-1.6,-3.3,-1.7,-12.3,19.2,-9.6
O=c1[nH]snc1-c1c(Cl)cccc1Cl,0.3,0.5,-1.7,-4.1,-0.9,-3.4,-15.8,1.3,-5.2
COc1ccc(S(=O)(=O)Nc2ccc(C)c(S(=O)(=O)N3CCOCC3)c2)cc1[N+](=O)[O-],5.0,1.6,nt,nt,-1.5,-9.8,-12.6,15.3,-6.0
[O-]/C(=C(\C(=S)NCc1ccco1)[n+]1ccccc1)c1ccccc1Br,-0.7,-0.3,-3.8,-11.4,-9.4,-18.8,9.3,23.5,-12.9
Cc1ccccc1OCC(=O)Nc1ccc(N2CCN(C)CC2)c(Cl)c1,39.1*,5.1,-4.7,-12.9,-12.9,45.3*,6.7,-7.8,-9.1
CCOc1cc(/C=N/NC(=O)c2ccc(CSc3nncn3C)cc2)ccc1OCC(=O)N1CCOCC1,1.0,0.0,-3.8,0.5,-2.1,-1.1,-10.4,10.3,-2.4
Cc1ccc(/C=C2\CCC(C3CCCC3)C2=O)cc1 (stereo not drawn),-0.7,0.8,-2.0,-2.6,-2.9,-2.3,-14.4,15.1,-18.7
O=C(Nc1ccccc1)[C@@H]1CC=C[C@@H]2CCN(C3CCCCC3)C(=O)[C@@H]21,-0.8,-0.2,-9.9,-5.0,-3.9,-11.7,6.2,9.0,-16.1
CC(=O)N1CCCc2cc(S(=O)(=O)N3CCc4ccccc4C3)ccc21,3.2,1.8,-15.6,-7.1,-3.6,-3.1,5.0,-5.6,11.3
CC(=O)N1c2c(cc(Br)cc2S(=O)(=O)N2CCOCC2)CC1C (stereo not drawn),7.2,0.4,-16.8,-1.3,-5.6,-3.5,-4.1,7.8,-2.0
COc1ccc(S(=O)(=O)N(C)c2ccc(C(=O)Nc3ccccc3C(=O)N3CCOCC3)cc2)cc1OC,5.8,2.9,-21.4,-0.3,-2.4,17.6,7.1,13.8,4.8
CN(c1ccccc1)S(=O)(=O)c1cccc(NS(=O)(=O)c2ccc(/C=C/C(=O)O)cc2)c1,-0.4,4.6,9.7,-16.3,-3.2,3.8,4.9,-7.9,-13.8
Cc1cccc(NC(=O)CSc2nc3[nH]ncc3c(=O)[nH]2)c1C,4.2,-0.1,-5.6,-2.5,-2.8,-10.4,-12.1,16.9,-6.9
Cc1ccc(NC(=O)CC(=O)NCCN2CCOCC2)cc1,-1.0,1.4,3.6,-2.0,-1.0,-8.9,9.2,14.1,-15.0
O=C(NC(Cc1ccccc1)C(=O)O)/C(=C\c1ccccc1)NC(=O)c1ccc(Br)o1 (stereo not drawn),0.6,-0.4,-7.0,-3.0,0.4,-12.0,-26.2,-11.0,3.0
NC(=O)C1CCN(C(=O)c2ccc(NS(=O)(=O)/C=C/c3ccccc3)cc2)CC1,3.9,0.2,nt,nt,-0.9,-21.5,-30.8,7.0,-12.7
Cc1ccc(C(C(=O)NCC2CCCO2)N(C(=O)c2snc(C(N)=O)c2N)c2ccc(C(C)C)cc2)o1 (stereo not drawn),8.0,-0.6,-26.6,-20.0,-3.6,-12.6,-8.7,-2.9,-18.8
Cc1ccc(C)c(NC(=O)CN(C)C(=O)[C@@H](NC(N)=O)C(C)C)c1,2.2,-0.4,-4.1,-5.3,-0.3,-12.4,20.2,23.7,-20.2
O=C(O)c1ccc(N/N=C/c2cc(Br)cs2)cc1,38.5*,0.8,7.7,-10.8,-2.2,5.7,7.3,4.7,-7.3
NNC(=O)Cn1c2ccccc2c2ccccc21,-0.8,-0.2,-15.9,-6.5,-2.8,-3.2,-24.8,-4.8,6.2
O=C(Cn1cc(COc2ccc(Cl)c(Cl)c2)nn1)NS(=O)(=O)c1ccccc1C(F)(F)F,2.5,0.3,nt,nt,3.7,-11.9,-16.7,2.8,11.2
O=C(CCC(=O)N1CCOc2ccccc21)Nc1ccccc1Br,1.2,5.5,-6.9,-2.9,-3.3,19.8,7.1,8.5,-0.7
COc1cccc(-c2nnc3sc(-c4cccs4)nn23)c1,11.1,0.6,-11.9,-16.4,-4.5,1.9,28.0,10.1,-4.6
Cc1cc(O)c(NC(=O)c2cccc([N+](=O)[O-])c2)cc1C,0.2,0.7,23.8,-2.5,0.3,0.9,0.1,1.4,0.3
CCOC(=O)N1CCN(C(=O)C2CCN(S(=O)(=O)c3ccc(Cl)cc3)CC2)CC1,8.2,0.7,-17.7,-0.2,-5.6,0.3,4.5,9.1,0.0
S=c1[nH]nc(-c2ccco2)n1/N=C/c1c(Cl)cccc1Cl,1.2,0.3,-0.1,-1.4,-3.4,-12.3,-19.7,5.4,-10.4
COc1cc(C(=O)Nc2ccc3c(c2)N(C(=O)CCN(C)C)c2ccccc2CC3)cc(OC)c1OC,15.1,0.4,-0.6,-6.2,-13.5,27.5*,-9.8,16.1,-2.7
C=CCNC(=O)c1onc(CSc2ccccc2)c1C(=O)O,2.6,1.3,-3.6,-0.5,-3.9,22.2,15.0,13.8,-16.5
O=C(CCSc1nnc2scc(-c3ccccc3)n12)Nc1nc(-c2ccccc2)ns1,3.5,0.0,3.8,-3.2,-0.6,7.2,1.0,-6.6,14.5
CC(=O)N1c2ccc(S(=O)(=O)N3CCCC(C(=O)N4CCC(C)CC4)C3)cc2CC1C (stereo not drawn),2.5,3.3,-6.8,-8.7,-2.4,-12.8,-21.8,20.1,2.4
CC(=O)c1cnc(Nc2cccc(Cl)c2Cl)s1,0.6,17.2*,-18.3,-1.0,-4.9,-9.2,-20.5,19.8,0.7
CCn1ccc(C(=O)Nc2ccsc2C(=O)OC)n1,-1.3,0.5,-15.5,-5.4,-2.6,10.0,8.2,1.3,-2.3
C/C(=N\Nc1nc(N)cc(Cl)n1)c1cccc([N+](=O)[O-])c1,1.1,0.0,-8.1,2.4,-0.9,-12.7,2.6,8.3,-16.1
O=C(COC(=O)c1cc(S(=O)(=O)N2CCOCC2)ccc1F)Nc1cc([N+](=O)[O-])ccc1F,9.5,3.8,-13.3,-7.3,-1.9,-3.7,18.3,14.7,-13.2
O=C(CCc1ccccc1)NCCSc1ccccc1,4.8,0.3,-15.9,-4.3,-4.0,-2.1,15.0,-10.7,8.8
COc1ccc([N+](=O)[O-])cc1NC(=O)C(C)OC(=O)CN1C(=O)C2CC=CCC2C1=O (stereo not drawn),0.1,-0.1,-17.3,-6.3,8.0,0.2,-7.0,-24.1,12.6
Cc1nnc(SCC2=C(C(=O)O)N3C(=O)C(NC(=O)Cn4nc(C)c(Cl)c4C)C3SC2)s1 (stereo not drawn),5.1,1.0,-1.0,-12.7,-3.8,-0.2,7.5,20.2,-16.4
C=C[C@]1(C)C=C2CCC3[C@](C)(CCC[C@@]3(C)C(=O)O)C2CC1 (stereo partly drawn),nt,-0.4,-12.0,-0.8,-0.9,-16.3,nt,8.5,0.7
CN(CCc1ccccc1)c1cc2c(c3c1ccn3C)C1CCC2C1 (stereo not drawn),81.5*,0.4,nt,nt,-5.1,-2.2,38.8,5.7,10.7
CCOC(=O)c1c(N)nn(C(=O)c2ccccc2)c1-c1ccccc1,4.8,-0.6,-11.7,-10.4,-9.7,-7.0,8.6,-5.9,2.1
O=S(=O)(c1cccc(C(F)(F)F)c1)N1CCN(C(=S)NC2CC2)CC1,1.8,5.2,1.9,-9.6,-4.5,-8.7,1.2,20.0,-6.5
Cc1ccccc1-n1nc2c(c1NC(=O)C1CCCC1)CS(=O)(=O)C2,3.9,0.6,-17.2,-9.2,-7.0,4.1,-12.9,21.3,-15.8
COC(=O)c1c(NC(=O)CN2CCCc3ccccc32)sc(C)c1C,1.6,-0.1,-31.9,-11.9,-10.5,0.1,5.8,14.2,2.4
Cc1noc(C)c1NC(=O)N(C)C[C@@H]1OCc2cn(nn2)CCCC(=O)N([C@H](C)CO)C[C@H]1C,1.2,0.8,nt,nt,0.0,-7.3,1.3,16.5,-10.1
Cc1c(NC(=O)c2ccc(Cl)s2)c(=O)n(-c2ccccc2)n1C,5.2,0.5,3.6,-9.3,-7.5,-6.0,-37.9,17.1,-7.0

An excerpt of these results, field by field:
compound: O=C(COC(=O)c1cc(S(=O)(=O)N2CCOCC2)ccc1F)Nc1cc([N+](=O)[O-])ccc1F
  TAAR1 agonist: 9.5 | CHO-K1 Ca ag: 3.8 | CHO parental Ca: -13.3 | OXTR potentiator: -7.3 | CHRM1 agonist: -1.9 | M1 antag: -3.7 | TAAR1 antag: 18.3 | CHO-K1 Ca PAM: 14.7 | CHO-K1 Ca antag: -13.2

compound: COc1cccc(-c2nnc3sc(-c4cccs4)nn23)c1
  TAAR1 agonist: 11.1 | CHO-K1 Ca ag: 0.6 | CHO parental Ca: -11.9 | OXTR potentiator: -16.4 | CHRM1 agonist: -4.5 | M1 antag: 1.9 | TAAR1 antag: 28.0 | CHO-K1 Ca PAM: 10.1 | CHO-K1 Ca antag: -4.6

Screening data as filed in PubChem.
